# TAAR1 ag = human TAAR1 agonism; AID 624467; activation, % at 3 µM; 360,000 compounds, 0.99% hits; CHO RD-HGA16 TAAR1, Fluo-8 calcium fluorescence; vehicle wells 0%, saturating PEA agonist 100%; Q96RJ0;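 active means activation above the mean activation of all test compounds in the run plus 3 SD, cut at about 38% in these data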
# Target sequence (Q96RJ0 whole entry, looked up): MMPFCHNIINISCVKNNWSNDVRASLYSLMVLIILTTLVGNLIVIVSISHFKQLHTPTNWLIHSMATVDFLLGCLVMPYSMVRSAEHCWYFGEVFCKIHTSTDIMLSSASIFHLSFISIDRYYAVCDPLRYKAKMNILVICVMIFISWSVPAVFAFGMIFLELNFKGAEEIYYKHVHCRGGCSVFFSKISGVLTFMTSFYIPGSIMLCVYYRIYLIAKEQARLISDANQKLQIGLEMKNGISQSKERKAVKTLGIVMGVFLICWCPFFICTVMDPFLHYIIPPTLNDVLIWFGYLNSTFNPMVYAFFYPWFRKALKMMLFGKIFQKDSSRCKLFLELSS
#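 Assay system – CHO-derived RD-HGA16 cells with stable Gα16 and human TAAR1 · Compound dosing – one-point dosing at 3 µM (nominal) · Incubation – 17-24 h seeding, 75 min 37 °C dye, 30 min RT · Measured by – kinetic Fluo-8 calcium fluorescence · Control set – DMSO vehicle as 0%, PEA at EC100 as 100% · Repeats – single well for each compound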
# M4 ag = agonists of human muscarinic M4 receptor (CHRM4) | CHO-K1 hM4/Gqi5, Fluo-8 calcium fluorescence; vehicle 0%, full acetylcholine response 100% | activation, % at 3 µM | 360,000 compounds, 0.14% hits;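 active means activation above the run mean over all test wells plus 3 SD, cut at about 32% in these data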;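 further: peak over basal fluorescence ratio per well then scaled between controls; 0% = DMSO wells and 100% = acetylcholine at EC100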
# CHRM1 agonist = agonists of human M1 muscarinic receptor | activation, % at 3 µM | CHO-K1 hM1, Fluo-8 calcium fluorescence, agonist mode; 0% DMSO, 100% acetylcholine EC100 | 360,000 compounds, 0.33% hits;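 active means activation above the run's mean compound activation plus 3 SD, cut at about 16% in these data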;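 further: peak over basal fluorescence ratio within a 140 s kinetic read after compound addition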
# Target sequence (P11229 whole entry, looked up): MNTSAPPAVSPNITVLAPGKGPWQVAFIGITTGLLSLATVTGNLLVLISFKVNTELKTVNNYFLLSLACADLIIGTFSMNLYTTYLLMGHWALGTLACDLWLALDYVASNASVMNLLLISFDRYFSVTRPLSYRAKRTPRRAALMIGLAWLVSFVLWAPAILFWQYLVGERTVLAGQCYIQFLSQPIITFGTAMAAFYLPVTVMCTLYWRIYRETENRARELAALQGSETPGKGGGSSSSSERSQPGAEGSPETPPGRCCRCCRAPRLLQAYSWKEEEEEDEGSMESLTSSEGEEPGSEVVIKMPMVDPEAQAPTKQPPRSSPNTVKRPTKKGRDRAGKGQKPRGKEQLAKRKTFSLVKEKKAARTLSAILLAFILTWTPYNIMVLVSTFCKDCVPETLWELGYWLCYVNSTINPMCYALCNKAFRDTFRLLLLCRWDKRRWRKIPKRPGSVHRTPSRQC
# M5 antag = antagonists of human muscarinic M5 receptor (CHRM5) | 360,000 compounds, 0.59% hits | CHO-hM5 cells, Fluo-8 calcium fluorescence, ACh EC80 | P08912 | inhibition, % at 3 µM;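 active means inhibition above a per-plate cutoff, the mean of that plate's test compounds plus 3 SD, cut at about 27% in these data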;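 further: 0% = acetylcholine EC80 with DMSO and 100% = DMSO without agonist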
# CHRM5 agonist = agonists of human muscarinic M5 receptor (CHRM5) | P08912 | CHO-K1 hM5 cells, Fluo-8 calcium fluorescence; 0% DMSO wells, 100% maximal acetylcholine response | activation, % at 3 µM | 360,000 compounds, 0.19% hits | AID 624037;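 active means activation above the run's mean over test compounds plus 3 SD, cut at about 23% in these data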;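 further: signal is peak over basal fluorescence ratio across the kinetic read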
# M4 antag = blocks acetylcholine activation of human M4 receptor; P08173; CHO-hM4 cells, ACh EC80, Fluo-8 calcium fluorescence; inhibition, % at 3 µM; 360,000 compounds, 0.73% hits;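 active means inhibition above its plate's cutoff, the mean inhibition of sample wells plus 3 SD, cut at about 27% in these data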;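 further: 0% = acetylcholine EC80 with DMSO and 100% = DMSO without agonist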
# CHRM1 antagonist = antagonists of human M1 muscarinic receptor; P11229; CHO-K1 hM1, Fluo-8 calcium fluorescence, ACh EC80 antagonist; inhibition, % at 3 µM; 360,000 compounds, 1.3% hits; AID 588852;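 active means percent inhibition above its own plate's cutoff, namely the mean of that plate's compound wells plus 3 SD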;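 further: peak over basal fluorescence ratio during 140 s after agonist addition; 0% = ACh EC80 plus DMSO and 100% = DMSO alone without agonist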
# M1 PAM = positive allosteric modulators of human M1 muscarinic receptor. 360,000 compounds, 0.088% hits. AID 588819. P11229. CHO-K1 hM1, Fluo-8 calcium fluorescence, ACh EC20; 0% = ACh EC20, 100% = maximal ACh. activation, % at 3 µM; in the data active means activation above about 19%, passing the limit was not always enough
# CHRM5 PAM = potentiates acetylcholine response at human M5 receptor | 360,000 compounds, 0.3% hits | activation, % at 3 µM | P08912 | CHO-K1 hM5, Fluo-8 calcium, ACh EC20 PAM; 0% = ACh EC20, 100% = ACh EC100;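 active means activation above the run cutoff, the mean activation of all test compounds plus 3 SD, cut at about 18% in these data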
#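 system = human M5 receptor in CHO-K1 cells | compound = one concentration, 3 µM final (nominal) | schedule = Post-acetylcholine fluorescence recording 140 s | signal = Fluo-8 calcium dye fluorescence, kinetic read | benchmarks = low control EC20 acetylcholine (0%), high control EC100 acetylcholine (100%) | repeats = singlicate, one well per test compound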
# * hit, by the source's call; . = no result given. The list is partial, so the mix of outcomes need not match the whole.
entry	SMILES	M1 PAM	CHRM5 PAM	CHRM1 antagonist	CHRM1 agonist	TAAR1 ag	CHRM5 agonist	M4 antag	M4 ag	M5 antag
1	Cc1ccc(Cl)cc1N1CCN(S(=O)(=O)c2ccc3c(c2)NC(=O)C(C)C(=O)N3)CC1 (stereo unspecified)	7	4	-6	-3	4	0	-5	0	-2
2	Cc1ccnc(N2CCC(C(=O)NNC(=O)c3ccncc3)CC2)n1	-3	-1	2	-4	3	-1	-4	2	-7
3	N/C(=N\N=C\c1cccs1)SC1CC(=O)N(c2cccc([N+](=O)[O-])c2)C1=O (stereo unspecified)	0	-14	1	-6	4	4	-2	10	11
4	Cc1cccc2cc(/C=N/NC(=O)[C@H]3C[C@@H]3c3ccccc3)c(Cl)nc12	8	4	-11	-2	0	1	1	0	3
5	COc1ccc(OC)c(CN2C(=O)c3ccccc3C2C(=O)NCC2CCCO2)c1 (stereo unspecified)	4	2	-4	-2	-1	0	1	0	-2
6	Cc1ccc(F)cc1NC(=O)CN1C(=O)NC2(CCCc3ccccc32)C1=O (stereo unspecified)	4	10	-10	-1	7	-3	-10	1	-6
7	CCC(C(=O)N1CCCCCC1)n1nc(C)n2c(cc3occc32)c1=O (stereo unspecified)	8	11	-1	-4	1	-3	7	1	-11
8	COc1ccc(CNC(=O)C/C(C)=N/NC(=O)C23CC4CC(CC(C4)C2)C3)cc1	-3	-8	5	-8	6	-5	0	0	7
9	CCOC(=O)C1CCN(C(=O)Nc2ccc3nc(C)c(C)nc3c2)CC1	10	1	-15	0	1	1	-6	1	-6
10	O=C(O)CCCC(=O)OCc1c(-c2ccccc2)ncc2ccccc12	1	-1	4	-5	14	-2	9	-1	9
11	COc1cc(OC)cc(-c2cc3ccc(F)cc3cn2)c1	6	-11	15	-1	11	-7	-5	0	20
12	C/C(=N\NC(=O)c1cc(C)nc2ccccc12)c1cccc(Cl)c1	8	5	-11	-4	20	-3	-1	2	-10
13	Cc1ccc(C(=O)N(Cc2nc3ccccc3c(=O)[nH]2)C2CCCC2)cc1	9	-3	-4	-11	8	-3	3	0	6
14	Cc1c(NC(=O)Nc2ccc(F)cc2F)c(=O)n(-c2ccccc2)n1C	15	4	-19	-3	0	-3	-7	0	-5
15	CSc1nnc(-c2ccccc2)o1	6	-4	-8	-3	6	-3	-4	0	9
16	COCCN(CCOC)C(=O)c1ccc(NS(=O)(=O)c2ccc3[nH]c(=O)[nH]c3c2)cc1	11	1	-4	-2	3	-1	0	0	-6
17	O=C(Cc1csc(NC(=O)c2ccc(F)cc2)n1)NO	4	7	-5	-2	0	2	-1	1	-1
18	CN(Cc1cccs1)C(=O)Cn1cnc2ccccc2c1=O	7	6	-13	-3	8	1	-1	1	-2
19	COc1ccc(-c2csc(N3CCN(Cc4ccc5c(c4)OCO5)CC3)n2)cc1	-3	-4	4	-1	.	-2	-5	0	8
20	COc1ccc(/C=C2\N=C(c3ccccc3)NNC2=O)cc1	11	4	-14	0	5	0	5	0	6

# The last 4 entries of the part above lead into the next.
entry	SMILES	M1 PAM	CHRM5 PAM	CHRM1 antagonist	CHRM1 agonist	TAAR1 ag	CHRM5 agonist	M4 antag	M4 ag	M5 antag
17	O=C(Cc1csc(NC(=O)c2ccc(F)cc2)n1)NO	4	7	-5	-2	0	2	-1	1	-1
18	CN(Cc1cccs1)C(=O)Cn1cnc2ccccc2c1=O	7	6	-13	-3	8	1	-1	1	-2
19	COc1ccc(-c2csc(N3CCN(Cc4ccc5c(c4)OCO5)CC3)n2)cc1	-3	-4	4	-1	.	-2	-5	0	8
20	COc1ccc(/C=C2\N=C(c3ccccc3)NNC2=O)cc1	11	4	-14	0	5	0	5	0	6
21	Cc1cc(C)nc(N(C#N)CCOc2ccccc2)n1	1	-12	-2	-5	7	-6	5	0	4
22	CCC(c1nnnn1Cc1ccc(OC)cc1)N(CCCO)Cc1cc2cc3c(cc2[nH]c1=O)OCO3 (stereo unspecified)	1	4	8	-6	4	-5	3	0	-3
23	O=C1CSC(=S)N1N=Cc1ccccc1O	-6	-6	5	-2	14	3	8	1	4
24	O=C(CN1C(=O)C2C3C=CC(C3)C2C1=O)Nc1ccc(F)cc1 (stereo unspecified)	-4	0	7	-6	0	-3	15	1	-1
25	O=C(NC1CCCCC1)C1c2ccccc2OCC(=O)N1Cc1ccccc1 (stereo unspecified)	.	-2	.	.	2	-1	-3	0	2
26	S=C(Nc1ccc2nccnc2c1)N1CCCC1	2	1	4	-7	6	-1	-1	2	-2
27	C/C(N)=C(/C#N)C(=O)COC(=O)Cc1coc2ccc3ccccc3c12	3	-12	8	-3	6	6	-1	15	6
28	O=C1/C(=C/c2ccc(F)cc2)Oc2cc(OC(=O)N3CCOCC3)ccc21	0	1	-7	-1	5	0	-13	1	-4
29	Cc1cc(=O)[nH]c(Cc2ccc(OC(C)C)cc2)n1	-6	0	-10	-5	8	0	4	0	-7
30	CCCOc1ccc(-c2c(=O)n(O)c3ccccc3[n+]2[O-])cc1	-2	-4	-4	-3	3	3	4	2	4
31	O=C(Nc1ccc(Cl)c(S(=O)(=O)N2CCOCC2)c1)C1CCC1	13	4	-12	1	2	5	-13	3	-4
32	Cc1ccsc1/C=N/NC(=O)c1cc(-c2ccncc2)nc2ccccc12	1	-8	-3	-7	15	0	1	7	0
33	Cc1ccccc1OCCSc1nnc(-c2ccncc2)n1C	4	4	-6	-6	3	-1	3	0	0
34	Cn1c(=O)c2c(nc(NCc3ccccc3)n2CC(N)=O)n(C)c1=O	2	2	-6	-3	1	2	-5	-1	3
35	CCCCOc1ccc(C(=O)NCC(=O)NCc2ccccn2)cc1	13	4	-9	1	-1	-1	-23	0	-6
36	COc1ccc(NC(=S)Nc2cccc(Cl)c2)cc1OC	6	6	-6	-3	20	2	-10	1	-7
37	NS(=O)(=O)c1ccc(CNC(=O)CNC(=O)c2ccc(F)cc2)cc1	4	2	-3	-3	3	-5	1	2	1
38	CC(=O)Oc1ccc(OC(C)=O)c2c1CC(C)=C(C)C2	4	-1	-12	-4	-1	-4	7	0	9
39	C/C(NC1CCCC1)=C(/C#N)C(N)=O	11	-5	-12	-1	4	-1	1	1	3
40	CCOC(=O)c1ccccc1NC(=S)N1CC(C)CC(C)C1 (stereo unspecified)	11	0	-10	-7	25	-4	7	-2	2
41	O=C(CCNS(=O)(=O)c1ccc(Cl)cc1)NCc1cccs1	8	4	3	-1	6	4	9	1	8
42	CCCc1cc(=O)oc2cc(C)cc(OCC(=O)NCc3ccccn3)c12	3	2	-9	-2	4	2	1	3	-14
43	COc1ccc(CC(=O)Nc2cccc3c2CCCC3)cc1	6	0	-12	-6	8	-13	-9	0	8
44	N#Cc1ccccc1OCC(=O)NC(=O)NC1CCS(=O)(=O)C1 (stereo unspecified)	-2	3	4	-4	1	-2	4	0	12
45	Fc1ccc(C2c3[nH]c4ccccc4c3CCN2Cc2cccn2-c2ncccn2)cc1 (stereo unspecified)	-4	-5	-2	-13	-1	-6	-3	1	-6
46	Cc1ccc(-n2c(=O)c3sccc3n(CC(=O)NCC3CCCO3)c2=O)cc1F (stereo unspecified)	8	0	-6	-3	1	-2	7	0	4
47	CCc1cc(C(=O)c2ccc(OC)cc2)c(N)s1	6	2	-10	-4	0	-2	0	-2	4
48	CN=c1scc(-c2ccc(F)cc2)n1/N=C/c1ccc(O)c(O)c1	9	-5	-2	2	8	5	5	4	-7
49	O=C(O)C1CCN(C(=O)CSc2nnc3ccccn23)CC1	8	7	-9	-3	0	1	-19	0	3
50	CCc1nc2ccc(C(=O)NCc3cccs3)cn2c1N(CCC(C)C)CCN(C)C	3	-2	-6	4	2	-1	-10	2	-1
51	Cc1ccccc1Nc1ccc([N+](=O)[O-])cn1	11	-8	-7	-4	-1	-10	5	-2	18
52	COc1cc(OC)nc(Oc2ccccc2C(=O)Oc2ccc(C)cc2)n1	-4	-3	-7	-11	-2	-4	1	-1	8
53	CC(=O)NC(Cc1ccc(C)cc1)C(=O)NC1CCN(C(=O)c2ccc([N+](=O)[O-])cc2)CC1 (stereo unspecified)	6	-2	1	-4	4	-3	-5	2	1
54	CSCCC(NC(=O)COc1ccccc1)C(=O)NCc1cccs1 (stereo unspecified)	8	0	-5	0	1	-3	-13	2	2
55	CN(c1ccccc1)S(=O)(=O)c1ccc(C(=O)OCC(=O)NC(N)=O)cc1	7	-5	-15	-3	9	-1	7	2	13
56	Cc1nc2cc(C(=O)NCCN3CCOCC3)ccc2n1-c1ccc(F)cc1F	7	5	-25	-4	3	-3	-3	1	-13
57	Cc1cc(NC(=O)CSC2=NS(=O)(=O)c3cc(F)ccc3N2)no1	-1	0	4	-2	1	3	-3	-1	4
58	CN(NC(=O)c1ccc(Cl)cc1)c1ncc(C(F)(F)F)cc1Cl	-6	-1	7	-4	1	-4	2	0	3
59	Cn1nc([N+](=O)[O-])nc1Oc1ccccc1	6	6	-10	-2	3	0	14	1	-5
60	COc1ccc(CCNC(=O)/C(=C/c2cccnc2)NC(=O)c2ccccc2)cc1OC	4	0	5	-3	2	0	7	1	3
61	CCC(C)C(=O)N1c2ccccc2C(=C2SC(C(=O)OC)=C(C(=O)OC)S2)C(=S)C1(C)C (stereo unspecified)	1	-6	-14	1	2	-3	-3	0	2
62	CC(C)NC(=O)N1Cc2cc(C(=O)NC3CCCC3)nc(-c3cccc(-c4cccnc4)c3)c2[C@@H]1CCO	.	-5	.	.	3	4	-3	5	-3
63	Cc1ccc(SCC(=O)OCC(=O)N(C)CC(=O)Nc2ccccc2Cl)cc1C	11	1	-17	8	28	11	-2	8	-2
64	CS(=O)(=O)N1CCC2CC1c1cc(-c3ccccc3)ccc12 (stereo unspecified)	17	-2	-19	-5	-1	-2	-21	2	-13
65	COc1cccc(N2CCN(Cc3nnnn3C3CCCCC3)CC2)c1	0	5	-7	0	9	-1	-4	1	-6
66	COc1cc(/C=C/c2nnc3c4ccccc4ncn23)cc(OC)c1OC	-11	-13	13	-5	12	0	1	11	8
67	O=C(O)c1ccc(NC2=C(N3CCOCC3)C(=O)c3ccccc3C2=O)cc1	5	-3	1	-8	5	-2	4	0	22
68	CC(=N\Nc1ccc(Cl)cc1)/C(=N/O)C(=O)Nc1ccccc1	-12	1	20	-1	1	4	-2	4	-6
69	Cc1cccc(C)c1OCC(=O)NNC(=O)CNC(=O)c1ccc(OC(F)F)cc1	8	5	-7	-6	2	-3	-6	2	11
70	O=C(O)CC(c1ccc(Cl)cc1)N1Cc2ccccc2C1=O (stereo unspecified)	1	0	6	-2	4	-3	-3	0	9
71	CCn1c(C)c(C)c2cc(C(=O)Nc3cccc(Cl)c3)ccc21	-8	-5	3	-5	12	-9	-3	-1	3
72	CC1(C)NC(=O)N(CCOCCOc2ccc3ccccc3c2Br)C1=O	-1	-6	-3	-4	18	-2	-6	8	2

# From PubChem BioAssay
